# Screening results (PubChem BioAssay)
# ROC1-CUL1 inh: blocks human RBX1-Cullin-1 di-ubiquitin formation; P62877+Q13616; AID 1347404; inhibition, % at 10 µM; in vitro K48 di-Ub FRET, acceptor:donor ratio, 45 min; 140,000 compounds, 0.6% hits; in the data active = inhibition above about 25%
# Target sequence (P62877 whole entry, looked up): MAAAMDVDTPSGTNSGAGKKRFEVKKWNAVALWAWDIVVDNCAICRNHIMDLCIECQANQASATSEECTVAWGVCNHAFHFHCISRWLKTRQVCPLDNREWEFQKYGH
# Target sequence (Q13616 whole entry, looked up): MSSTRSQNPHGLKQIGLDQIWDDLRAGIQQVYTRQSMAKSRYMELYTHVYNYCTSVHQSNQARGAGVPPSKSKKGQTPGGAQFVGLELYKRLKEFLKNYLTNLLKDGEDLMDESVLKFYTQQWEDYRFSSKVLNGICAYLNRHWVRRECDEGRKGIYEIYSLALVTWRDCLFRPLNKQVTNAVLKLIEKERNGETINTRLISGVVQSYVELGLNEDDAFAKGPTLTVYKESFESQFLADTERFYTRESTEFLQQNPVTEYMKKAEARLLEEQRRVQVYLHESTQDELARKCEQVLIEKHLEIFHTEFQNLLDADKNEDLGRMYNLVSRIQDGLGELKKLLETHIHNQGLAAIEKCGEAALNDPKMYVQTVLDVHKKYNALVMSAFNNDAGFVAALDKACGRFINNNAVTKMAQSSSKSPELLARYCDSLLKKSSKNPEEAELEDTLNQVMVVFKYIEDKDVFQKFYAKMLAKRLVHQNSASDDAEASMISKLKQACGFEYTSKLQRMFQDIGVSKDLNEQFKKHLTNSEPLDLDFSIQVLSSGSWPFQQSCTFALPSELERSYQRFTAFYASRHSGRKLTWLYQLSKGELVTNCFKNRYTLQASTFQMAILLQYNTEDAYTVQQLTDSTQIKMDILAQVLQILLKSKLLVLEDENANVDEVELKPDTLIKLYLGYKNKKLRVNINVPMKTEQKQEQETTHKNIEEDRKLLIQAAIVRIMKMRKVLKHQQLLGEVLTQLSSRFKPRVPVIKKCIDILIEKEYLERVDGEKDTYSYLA
# Starred values were filed as active, the others as inactive. The list is partial; count on the stated rates, not on these rows.
ROC1-CUL1 inh	structure
8	COc1cc(C(C#N)N2N=C(c3ccccc3)CC2c2ccccc2)ccc1O (configuration not stated)
5	O=C1C(=O)N(CCN2CCOCC2)C(c2ccco2)C1C(=O)c1cccs1 (configuration not stated)
1	CCN1CCN(C2CCN(c3nc4nonc4nc3N3CCSCC3)CC2)CC1
-14	Cn1c(-c2ccc3ccccc3n2)[n+](C)c2ccccc21
14	C=CCOc1cc(/C=C2\N=C(c3ccc(C(C)(C)C)cc3)OC2=O)ccc1OC
3	Nc1ccsc1/C=C/c1cccs1
-16	CCc1nn(CC(=O)NCCCc2ccccc2)c(=O)c2cc3c(OC)cccc3n12
-5	CCOc1ccc(N(CC(=O)N/N=C/c2cc(C)n(-c3cc(C)cc(C)c3)c2C)S(C)(=O)=O)cc1
1	O=C(c1ccc2c(c1)N(Cc1ccc(Cl)cc1)C(=O)c1ccccc1S2=O)N1CCN(c2ccccc2F)CC1 (configuration not stated)
8	CC(C(=O)NCC1CCC2(CCN(Cc3ccccc3)CC2)O1)c1n[nH]c(=O)c2ccccc12 (configuration not stated)
-4	C#CCOCC(O)CN1CCN(c2cccc(Cl)c2)CC1 (configuration not stated)
0	COc1cc2c(c(OC)c1OC)COC2=O
-1	CC(C)COc1ccc(C(=O)N(Cc2cccc(F)c2)C2CCS(=O)(=O)C2)cc1 (configuration not stated)
1	Cc1ccc(CNC(=O)c2nc(-c3ccc(Cl)cc3)n3c2CCCCC3)cc1
7	COc1ccc(C(=O)N2C[C@H](O)[C@@H](N(C)Cc3ccc(F)cc3)C2)cc1
1	NC(=O)CCC(=O)N1CCCC(CNC(=O)C2(c3ccc(Cl)cc3)CC2)C1 (configuration not stated)
-5	O=C1N=C(c2ccccc2)CC2(c3ccccc3)CC(c3ccccc3)=NN12 (configuration not stated)
0	O=C(Nc1cc(Cl)c(Cl)c(Cl)c1)c1c(F)cccc1F
2	CCOc1cccc(CNCCCSc2nnnn2C)c1
8	CC(Sc1nnc(-c2ccc(C(C)(C)C)cc2)n1-c1ccccc1)C(=O)Nc1nccs1 (configuration not stated)
-7	COc1ccccc1Nc1cc(OC)c([N+](=O)[O-])nc1[N+](=O)[O-]
-11	CCOc1ccc(NC(=O)Cc2ccc(-n3c(C)nc4cccnc43)cc2)cc1
-5	O=C(OCc1ccc(Br)cc1)c1cccc2ccccc12
4	Cc1cccc(NC(=O)CCS(=O)(=O)c2cc(Br)cc3c2N(C(=O)C2CC2)CC3)c1C

# Reprinted at random: 2 compounds from above, in no set order.
ROC1-CUL1 inh	structure
-5	O=C(OCc1ccc(Br)cc1)c1cccc2ccccc12
2	CCOc1cccc(CNCCCSc2nnnn2C)c1

# Next part
ROC1-CUL1 inh	structure
2	CCOC(=O)N1CCN(C(=O)c2ccc(N3CCC(NC4CCCc5ccccc54)CC3)cc2)CC1 (configuration not stated)
-3	COc1ccccc1NC(=O)CN1C(=O)C2(SCC(=O)N2c2ccc(C)c(C)c2)c2ccccc21 (configuration not stated)
2	NOC(=O)c1cncc(Br)c1
-9	CCCCOc1ccc(N2C(=O)CC(SC(N)=N/N=C/c3ccc(Cl)cc3)C2=O)cc1 (configuration not stated)
-1	COc1cccc(NC(=O)C(CCSC)NC(=O)C2CCC(C)CC2)c1 (configuration not stated)
0	Cn1cnc(S(=O)(=O)N2CCCC(C(=O)Nc3ccc(F)cc3Cl)C2)c1 (configuration not stated)
-1	O=C(O)c1cccc(NC(=O)c2cccc3c2C(=O)c2ccccc2-3)c1
-2	COc1ccc2c(c1)c(-c1csc3nc(-c4ccccc4)cn13)c(C)n2C

# Part of the list above, as labelled records.
CCOC(=O)N1CCN(C(=O)c2ccc(N3CCC(NC4CCCc5ccccc54)CC3)cc2)CC1 (configuration not stated)
- ROC1-CUL1 inh: 2

COc1ccccc1NC(=O)CN1C(=O)C2(SCC(=O)N2c2ccc(C)c(C)c2)c2ccccc21 (configuration not stated)
- ROC1-CUL1 inh: -3

# Continuation:
ROC1-CUL1 inh	structure
2	COc1cccc(C(=O)Nc2ccc(Cl)c(-c3nc4ccccc4[nH]3)c2)c1
2	CCCOC(=O)c1nccnc1C(=O)Nc1cc(Cl)cc(Cl)c1
-7	C=CCn1c(=O)c2c(nc3n2CCN3c2cccc(C)c2C)n(C)c1=O
5	CN(Cc1cccnc1)CC1(O)CCCN(Cc2ccc(F)c(F)c2)C1=O (configuration not stated)
1	CC(C)Cc1ccc(-c2[nH]nc3c2C(c2ccc(OC(=O)N4CCOCC4)cc2)C(C#N)C(=N)O3)cc1 (configuration not stated)
-10	Cc1ccccc1-n1c(SC(C)C)nc2sc3c(c2c1=O)CCCC3
101*	O=C(CSc1nc(-c2ccccc2)c(-c2ccccc2)[nH]1)c1ccc(O)c(O)c1O
8	O=C(c1cc(F)c(F)cc1Cl)N1CCN(C2CCCCC2)CC1
-3	COc1ccc(C)cc1N1CC(C(=O)N2CCc3ccccc3C2)CC1=O (configuration not stated)
6	CCOC(=O)c1cn(CC2CC2)c2cc(F)c(F)cc2c1=O
0	Cc1ccc(Cl)cc1N1CCN(C2(c3ccccc3)C(=O)c3ccccc3C2=O)CC1
0	CC1=NN(CCN2CCCCC2)c2nc3c(c(=O)n(C)c(=O)n3C)n2C1
-3	CCCCNC(=O)CC1N=C2c3ccccc3N=C(SCC(=O)NCc3ccccc3Cl)N2C1=O (configuration not stated)
2	Cc1ccc(C)c(S(=O)(=O)Nc2ccc(C(=O)N3CCCC3)cc2)c1
-4	Cc1cccn2c(=O)cc(CSc3nnc(NC(=O)C(C)C)s3)nc12
-2	COc1ccc(OC)c(C(=O)c2oc3ccc(Br)cc3c2N)c1
-3	Cc1ccccc1OCC(=O)Nc1ccc2oc(-c3ccc(F)cc3)nc2c1
6	Cc1ccc(/C=C2/C(=N)N3N=C(c4ccc(C)cc4)SC3=NC2=O)cc1
3	CCOc1ccc(C2C(C(=O)OCCOC)=C(C)N=C3SCCC(=O)N32)cc1 (configuration not stated)
-3	Cc1ncc2c(c1-c1noc(CCc3ccc(=O)[nH]n3)n1)CCNC2
1	O=C(O)C1NC(c2cccc3ccccc23)CS1 (configuration not stated)
8	COCC1CCN(C(=O)CCc2nnc(C3(c4ccc(Cl)cc4)CCC3)o2)CC1
5	CN(C)CCN1C(=O)NC(Cc2cccc(F)c2)(C2CCN(C(=O)C3=CCCCC3)CC2)C1=O (configuration not stated)
6	COc1ccc(C)cc1NC(=O)CN(c1ccccc1)S(=O)(=O)N(C)C
-13	Cc1cccc(N2CCN(C(=O)CCN3Cc4ccccc4OC(c4ccccc4F)C3)CC2)n1 (configuration not stated)
4	CCOc1cc(/C=C2/C(=O)N(c3ccc([N+](=O)[O-])cc3)N=C2c2ccccc2)ccc1OCc1ccccc1
-8	Cc1cc(C)cc(NC(=O)Nc2ccc3nc(N4CCN(C)CC4)cc(C)c3c2)c1
-3	O=S(=O)(c1ccc(-n2cnnn2)cc1)N1CCN(c2cccc(C(F)(F)F)c2)CC1
-1	Cc1cc2cc(CO)c(Cl)nc2cc1C
-4	CSCCC(C(=O)OCC(=O)c1ccccc1)N1C(=O)c2cc(Cl)c(Cl)cc2C1=O (configuration not stated)
5	CC(C)CC(NC(=O)C1CCC(C)CC1)C(=O)OCC(=O)c1ccc(Cl)cc1 (configuration not stated)
2	COc1ccc(NC(=O)CSc2nc3ccccc3nc2Cc2ccc(C)cc2)cc1Cl

# Overlap with the part before: 7 compounds, followed by the next part.
ROC1-CUL1 inh	structure
4	CCOc1cc(/C=C2/C(=O)N(c3ccc([N+](=O)[O-])cc3)N=C2c2ccccc2)ccc1OCc1ccccc1
-8	Cc1cc(C)cc(NC(=O)Nc2ccc3nc(N4CCN(C)CC4)cc(C)c3c2)c1
-3	O=S(=O)(c1ccc(-n2cnnn2)cc1)N1CCN(c2cccc(C(F)(F)F)c2)CC1
-1	Cc1cc2cc(CO)c(Cl)nc2cc1C
-4	CSCCC(C(=O)OCC(=O)c1ccccc1)N1C(=O)c2cc(Cl)c(Cl)cc2C1=O (configuration not stated)
5	CC(C)CC(NC(=O)C1CCC(C)CC1)C(=O)OCC(=O)c1ccc(Cl)cc1 (configuration not stated)
2	COc1ccc(NC(=O)CSc2nc3ccccc3nc2Cc2ccc(C)cc2)cc1Cl
5	N#Cc1ccc(NC(=O)COc2ccc(Cl)cc2Br)cc1
-6	O=C(C1CCCCC1)N1CCN(Cc2ccc(F)cc2Cl)CC1
6	Nn1c(Nc2ccccc2)nnc(/C=C/c2ccccc2)c1=O
11	CCOC(=O)c1cc(NC(=O)C2CCCC2)ccc1O
8	CCCCNC(=O)CSc1nc2ccc(NC(=O)CSc3nnc(N)s3)cc2s1
-1	C=CCOc1ccc([N+](=O)[O-])cc1NC(C)=O
-3	O=C(O)CCC(=O)NNC(=O)c1cccs1
5	COc1cc(C)c(Cl)c(C)c1S(=O)(=O)N1CCN(c2ccccc2)CC1
-1	COc1ccc(NC(=O)C(C)N2Cc3ccccc3C2=O)cc1OC (configuration not stated)
-7	O=C(NCCCN1CCN(c2ccc(F)cc2)CC1)C1COc2ccccc2C1 (configuration not stated)
3	CCn1cc(/C=C2\SC(=O)N(CC(=O)Nc3ccc4c(c3)OCO4)C2=O)c2ccccc21
5	Clc1ccc2c(c1)C(N1CCN(CCCc3ccccc3)CC1)Cc1ccccc1S2 (configuration not stated)
-2	CC(C)C(=O)Nc1cccc(C(=O)OCC(=O)c2ccccc2)c1
-4	O=C(c1ccc(Br)o1)N(Cc1ccccc1)CC1CCC1
-3	O=C(NCc1ccc2c(c1)OCO2)c1cnsn1
6	CCCCNC(=O)c1ccc(CN2CCCC2)cc1
-1	Cc1ncccc1C(=O)NNS(=O)(=O)c1ccccc1
2	O=C(c1ccc(F)cc1)c1coc2ccc(Cl)cc2c1=O
-2	Cn1c(C2CCCO2)nc2cc(NC(=O)CC3CCCC3)cc(C(=O)N3CCCCCC3)c21 (configuration not stated)
3	CCOC(=O)c1c(C)sc2c1N(C(=O)CN(CC)CC)c1ccccc1S2
4	O=C(NC1CCS(=O)(=O)C1)C1(c2ccccc2)CCCC1 (configuration not stated)
5	O=C(NCc1ccccc1)C1CCN(S(=O)(=O)c2cccs2)CC1
3	CC(C)N(CCSc1c[nH]c2ccccc12)C(C)C
14	Cn1c(SCC(=O)N/N=C/c2ccc3c(c2)OCO3)nnc1-c1ccc(Cl)cc1
-2	O=C(NNC(=O)C(F)(F)F)c1ccc(-c2ccccc2)cc1
2	COc1ccc(CN2COc3ccc4c(-c5ccccc5)cc(=O)oc4c3C2)cc1
-2	O=C(Nc1ccc(-c2cn3cccnc3n2)cc1)c1ccc(F)cc1
4	COc1ccc(-c2nsc(NC(=O)c3oc4ccc(Cl)cc4c3C)n2)cc1
1	Cc1ccc(C(=O)Nc2scc(-c3ccc(Cl)cc3)c2C(=O)O)cc1
9	CCN(CC)S(=O)(=O)c1ccc(C(=O)Oc2ccc(N(Cc3ccc(OC)cc3)C3NS(=O)(=O)C4CCCCC34)cc2)cc1 (configuration not stated)
3	COc1cc(N(C)C)ccc1/C=C1/C(=O)N(C)C(=S)N1C
7	CCc1cccc(NS(=O)(=O)c2ccc(F)c(F)c2)c1

# Printed as active in ROC1-CUL1 inh, among the entries above:
ROC1-CUL1 inh	structure
101*	O=C(CSc1nc(-c2ccccc2)c(-c2ccccc2)[nH]1)c1ccc(O)c(O)c1O

# Other structures.
ROC1-CUL1 inh	structure
10	Cc1cccc(OC(=O)c2ccco2)c1
-6	Cc1ccc2c(c1)c1c(c(=O)n(-c3ccccc3C)c(=O)n1Cc1ccccc1F)n2C
1	O=C(NCc1ccc(Cl)c(Cl)c1)c1cc(-c2ccc(Cl)s2)nc2ccccc12
4	Cc1ccc(Nc2cc(C)nc3c(C)c(C)cc(N)c23)c(C)c1
-1	CCOC(=O)N1CCc2c(sc(NCc3ccc(N(C)C)cc3)c2C(=O)Nc2ccccc2OCC)C1
18	O=C(NCCCN1CCN(c2ccccc2F)CC1)c1nnc(Cc2ccc(Cl)cc2Cl)o1
9	CC1C(Br)CC(Br)C2C1C(Br)C(C)S2(=O)=O (configuration not stated)
-16	COc1ccccc1NC(=O)C1C(C)=Nc2nc(SCc3ccccc3F)nn2C1c1cccs1 (configuration not stated)
